NPC1 prom act: activators of NPC1 promoter; Huh7 NPC1 promoter luciferase reporter, 24 h; Potency, µM (series often up to 9.22 µM), for the others: at the highest dose activation, usual class: activators; 320,000 compounds, 2.4% hits; AID 485313;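 further: % of control where 0% means no effect; nearly all actives have a fitted effect of over 60% in size; reporter is driven by a mutant NPC1 promoter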
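Luminescence from an NPC1 promoter-driven luciferase reporter in stably transfected Huh7 cells was measured after 24 h compound treatment at 37 °C, followed by 10 min ambient incubation with luciferase detection reagent.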
MBNL1 CUG block: blocks human MBNL1 binding to CUG repeat RNA | 280,000 compounds, 0.036% hits | Q9NR56 | Potency, µM (titrated, usually from 57.5 µM), for the others: at the highest dose activity change, negative = inhibition, actives largely listed as inhibitors | TR-FRET MBNL1-His/biotin-(CUG)12 binding, 665/545 ratio; active means well fitted inhibition curve with a large enough effect in the signal ratio, with a control signal flat, not every such curve was filed as active; inconclusive means small, poorly fitted or top-dose-only effect, or effect the other way, or a change in a side signal; inactive means no such curve, though single readings can be large or run the other way; the % refers to the signal ratio; further: on the % scale 0 is the no-effect control and ±100 the full control effect
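TR-FRET between His-tagged MBNL1 and biotin-(CUG)12 RNA, detected with Tb anti-His antibody (0.055 ng/ul) and streptavidin-XL665 (5 nM), 60 min at room temperature. Compounds titrated 92 nM to 58 uM; 665/545 nm ratio normalized to buffer and complex controls.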
VP16 counter: inhibits Gal4-VP16 luciferase reporter, ROR gamma counter-screen | Drosophila S2 Gal4-VP16 UAS-luciferase, luminescence, 20 h | Potency, µM (highest dose often 53.6 µM), without a hit: at the highest dose activity, negative = inhibition, usual class: inhibitors | 310,000 compounds, 3.5% hits;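 further: Gal4-VP16 expression switched on by copper sulfate through the metallothionein promoter; on the % scale 0 is the no-effect control and ±100 the full control effect; nearly all actives have a fitted effect of over 50% in size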
FLuc counter: inhibits or activates purified firefly luciferase, miR-21 counter-screen; P08659; purified FLuc, Km substrates, luminescence inhibition; Potency, µM (highest dose often 57.5 µM), inactives show top-dose activity change, negative = inhibition, actives largely listed as inhibitors; 360,000 compounds, 6.9% hits; AID 588342;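 further: plate controls were vehicle for no effect and reference inhibitor for full effect; nearly all actives have a fitted effect of over 55% in size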
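Purified P. pyralis luciferase, 10 nM final, with Km-level 10 uM D-luciferin and 10 uM ATP in 50 mM Tris acetate pH 7.5, 10 mM Mg acetate, 0.01% Tween-20, 0.05% BSA; 6-point qHTS titration about 60 µM downward; luminescence read.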
BRCA1 expr up: activators of BRCA1 expression | AID 624202 | MCF7-BRCA1-FFLuc reporter, luminescence, 48 h; response scale: scaled: vehicle 0%, 10 µM genistein 100% | Potency, µM (doses to about 46.1 µM), without a hit: at the top dose activation, actives largely listed as activators | 380,000 compounds, 1.1% hits; further: nearly all actives have a fitted effect of over 80% in size; some results filed as inactive show a strong effect at the top dose
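MCF7-BRCA1-FFLuc cells, 2000/well in phenol-red-free MEM, attached 2 h then treated 48 h at 37 C. Luciferase luminescence read 15 min after reagent; normalized to genistein maximum activation (10microM) and DMSO, concentration-response fitted.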
RORgamma inh: blocks mouse ROR gamma transcriptional activity. Drosophila S2 Gal4-RORgamma UAS-luciferase reporter, 20 h. 310,000 compounds, 5.4% hits. AID 2551. P51450. Potency, µM (highest dose often 53.6 µM), for inactives: at the top dose activity change, negative = inhibition, hits mostly inhibitors; further: on the % scale 0 is the no-effect control and ±100 the full control effect; nearly all actives have a fitted effect of over 60% in size
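Read-out: Photinus luciferase luminescence; inhibitors lower reporter signal. Insect Schneider cells with Gal4-ROR gamma fusion under metallothionein promoter, UAS reporter; 700 uM final copper sulfate induction, 20 hr, ambient temperature.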
CXXC DNA block: blocks binding of human MLL CXXC domain to DNA | 290,000 compounds, 0.037% hits | Potency, µM (doses to about 115 µM), inactives show at the top dose activity change, negative = inhibition, most hits filed as inhibitors | MLL-CXXC / FITC-HOXA9 DNA fluorescence polarization | Q03164 | AID 2662; active means well fitted inhibition curve with a large enough effect in the polarisation, with a control signal flat, not every such curve was filed as active; inconclusive means small, poorly fitted or top-dose-only effect, or effect the other way, or a change in a side signal; inactive means no such curve, though single readings can be large or run the other way; the % refers to the polarisation
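Steps: dispense CXXC domain solution (7 uM) → pin compounds or unlabeled HOX-A9 DNA control → 5 min ambient → add FLSN-HOX-A9 solution (50 nM) → spin → 30 min ambient → fluorescence polarization. Tris pH 7.5/NaCl/DTT/BSA buffer.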
ELG1 genotox: inducers of genotoxicity in HEK293T ELG1-luciferase cells | HEK293T ELG1-luciferase reporter, luminescence, 16 h | Potency, µM (doses to about 46 µM), for inactives: top-dose activity change, positive = activation, actives largely listed as activators | 330,000 compounds, 1.3% hits | AID 504466; further: % of control where 0% means no effect; nearly all actives have a fitted effect of over 60% in size
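Genotoxicity was scored as increased ELG1-luciferase reporter signal, measured by ONE-Glo luminescence (30 min, room temperature). Compound or vehicle exposure of the HEK293T reporter cells lasted 16 hr at 37°C.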
uPA surface inh: cell surface uPA generation inhibition; cell surface uPA generation assay, qHTS; Potency, µM (doses to about 38.3 µM), for inactives: at the highest dose activity change, negative = inhibition, actives largely listed as inhibitors; 330,000 compounds, 0.31% hits; AID 540303; active means well fitted inhibition curve with a large enough effect; inconclusive means small, poorly fitted or top-dose-only effect; inactive means no such curve, though single readings can be large or run the other way; tested in mouse RAW 264.7 cells; further: on the % scale 0 is the no-effect control and ±100 the full control effect; nearly all actives have a fitted effect of over 55% in size
Rab9 prom act: activators of Rab9 promoter | Huh7 Rab9 promoter-luciferase reporter, luminescence, 24 h | Potency, µM (titrated, usually from 9.22 µM), inactives show at the top dose activation, negative = inhibition, actives largely listed as activators | 320,000 compounds, 2.8% hits | AID 485297; further: % of control where 0% means no effect; nearly all actives have a fitted effect of over 60% in size
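Measured in stably transfected Huh7 cells bearing a Rab9 promoter–luciferase construct: 24 h compound treatment at 37 °C, followed by luminescence detection.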
p53 reactivator: mutant p53 re-activation in reporter cells; Potency, µM (highest dose often 92.2 µM), for the others: top-dose activity change, positive = activation, actives largely listed as activators; H1299 p53-A138V BP100-luciferase reporter, luminescence, 24 h; 320,000 compounds, 0.063% hits; AID 504706; further: % of control where 0% means no effect; nearly all actives have a fitted effect of over 45% in size
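H1299 (p53-null), stable ts p53-A138V + BP100-Luc; 1000 cells/well, Opti-MEM/10% FBS; cpd 4 pt, 1:5; 24 h, 37 deg C, 5% CO2; detection reagent 10 min RT; luminescence.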
* = called active by the depositor; ? = inconclusive; nt = no result given; [ ] = another dose, or the depositor's remark. Unless noted, the call rests on the fitted dose curve; in most records, active means well fitted curve in the direction sought with a large enough effect; inconclusive means small, poorly fitted or top-dose-only effect, or another doubt; inactive means no such curve, though single readings can be large; an effect the other way counts as inactive or inconclusive. Potency means the concentration at half of the fitted maximal effect. An excerpt; rates above refer to the full screens.

SMILES	NPC1 prom act	MBNL1 CUG block	VP16 counter	FLuc counter	BRCA1 expr up	RORgamma inh	CXXC DNA block	ELG1 genotox	uPA surface inh	Rab9 prom act	p53 reactivator
CCC(=O)Nc1nn(C)c2nc3c(C)cccc3cc12	5%	27%	-6%	-7%	-26%	9%	-9%	-1%	-9%	9%	-14%
CCS(=O)(=O)c1nc(S(=O)(=O)c2ccc(Cl)cc2)c(N2CCN(C)CC2)s1	4%	-4%	-7%	1%	0%	-1%	-2%	-5%	-5%	7%	-1%
CCOc1ccc(NC(=S)NC(=O)/C=C/c2ccc(OC)cc2)c([N+](=O)[O-])c1	8%	-17%	-14%	-18%	13%	26%	1%	12%	-17%	11%	?
CC1(C)Cc2c(c(N3CCOCC3)nc3snc(N)c23)CO1	-16%	0%	-15%	3%	-92%	?	-6%	1%	-12%	-4%	9%
O=C(C1=C[C@@H](c2csc3ccccc23)C[C@@H](OCc2ccc(CO)cc2)O1)N1CCN(Cc2ccccc2)CC1	0%	8%	13%	1%	-35%	22%	5%	-9%	?	-7%	11%
CCOC(=O)CCn1cc(F)c(=O)[nH]c1=O	-3%	-2%	-1%	-1%	-17%	1%	-2%	-1%	-4%	-2%	-1%
CCOC(=O)CSc1ncc(OC)c(=O)[nH]1	0%	3%	-7%	4%	-1%	-4%	-5%	0%	2%	1%	0%
Cc1sc2ncnc(SCc3ccc(C(=O)O)cc3)c2c1C	-8%	0%	-21%	?	0%	-2%	-6%	5%	-20%	-3%	3%
CCN(CC)CCn1c(=S)[nH]c2cc3c(cc2c1=O)OCO3	4%	-14%	-3%	2%	-2%	-41%	2%	0%	1%	-5%	-4%
C#CCOc1ccc(C2C3=C(COC3=O)Nc3cc4c(cc32)OCO4)cc1OC (configuration not stated)	-17%	22%	-2%	1%	-72%	-22%	-5%	?	-9%	-32%[inhibitor]	9%
Cc1nn(-c2ccccc2)c(C)c1NC(=O)COC(=O)c1ccccc1OC(F)F	2%	0%	-4%	0%	6%	3%	-1%	6%	-2%	14%	25%
Cc1oc2ccccc2c1-c1cn2c(n1)SCC2	9%	28%	?	-13%	3%	?	-1%	2%	1%	10%	22%

Shown with each value named: entries from further up.
CCOc1ccc(NC(=S)NC(=O)/C=C/c2ccc(OC)cc2)c([N+](=O)[O-])c1
  NPC1 prom act: 8%	MBNL1 CUG block: -17%	VP16 counter: -14%	FLuc counter: -18%	BRCA1 expr up: 13%	RORgamma inh: 26%	CXXC DNA block: 1%	ELG1 genotox: 12%	uPA surface inh: -17%	Rab9 prom act: 11%	p53 reactivator: ?

CC1(C)Cc2c(c(N3CCOCC3)nc3snc(N)c23)CO1
  NPC1 prom act: -16%	MBNL1 CUG block: 0%	VP16 counter: -15%	FLuc counter: 3%	BRCA1 expr up: -92%	RORgamma inh: ?	CXXC DNA block: -6%	ELG1 genotox: 1%	uPA surface inh: -12%	Rab9 prom act: -4%	p53 reactivator: 9%

O=C(C1=C[C@@H](c2csc3ccccc23)C[C@@H](OCc2ccc(CO)cc2)O1)N1CCN(Cc2ccccc2)CC1
  NPC1 prom act: 0%	MBNL1 CUG block: 8%	VP16 counter: 13%	FLuc counter: 1%	BRCA1 expr up: -35%	RORgamma inh: 22%	CXXC DNA block: 5%	ELG1 genotox: -9%	uPA surface inh: ?	Rab9 prom act: -7%	p53 reactivator: 11%

CCOC(=O)CCn1cc(F)c(=O)[nH]c1=O
  NPC1 prom act: -3%	MBNL1 CUG block: -2%	VP16 counter: -1%	FLuc counter: -1%	BRCA1 expr up: -17%	RORgamma inh: 1%	CXXC DNA block: -2%	ELG1 genotox: -1%	uPA surface inh: -4%	Rab9 prom act: -2%	p53 reactivator: -1%

(cont.)
SMILES	NPC1 prom act	MBNL1 CUG block	VP16 counter	FLuc counter	BRCA1 expr up	RORgamma inh	CXXC DNA block	ELG1 genotox	uPA surface inh	Rab9 prom act	p53 reactivator
CC(C)(C)c1ccc(S(=O)(=O)NNC(=O)c2cc3ccccc3[nH]2)cc1	14%	36%[activator]	?	13µM*	-30%	?	-8%	?	1%	12%	-4%
CCOC12CC(C)(C)CC(C)(CC3=C1C(=O)CC(C)(C)C3)C2 (configuration not stated)	1%	-7%	1%	6%	-25%	5%	10%	-2%	11%	0%	-8%
Cc1ccc(-c2c(C(=O)O)c3ccccc3[nH]c2=O)cc1	1%	-5%	-7%	-1%	-13%	0%	2%	1%	-6%	3%	5%
Cc1cc(=O)[nH]c(SCC(=O)NCC2CCCCC2)c1C#N	-3%	0%	-1%	?	15%	18%	3%	2%	4%	-4%	-2%
Cc1ccc(N(C(=O)Nc2ccccc2)C2=NCC(C)S2)cc1 (configuration not stated)	0%	?	11%	-18%	27%	-35%	15%	6%	nt	-6%	12%
Cc1ccccc1NC(=O)CSc1[nH]c(=O)cc(C)c1C#N	-1%	0%	-7%	3%	0%	?	-4%	1%	0%	-8%	-11%
Cc1cc(C)cc(C(=O)NCC(=O)OCC(=O)NCc2ccco2)c1	-10%	nt	8%	-2%	2%	?	-10%	1%	-3%	0%	-3%
Cc1cc(NC(=O)c2ccc3c(c2)C(=O)N(c2cccc(C)c2C)C3=O)no1	-1%	21%	18µM*	4%	-6%	?	6%	-4%	3%	6%	2%
CCOc1cc(/C=N/n2cnnc2)cc(Br)c1O	0%	18%	?	1%	-6%	-25%	0%	3%	1%	-4%	?
C=CCN=C1S/C(=C\c2ccc(Cl)cc2)C(=O)N1CC=C	0%	13%	-5%	?	19%	-12%	-3%	-2%	-12%	-5%	3%
Cc1cccc2cc(CN(Cc3ccccc3)C(=O)N(C)C)c(=O)[nH]c12	0%	0%	-1%	6%	-12%	5%	-5%	-6%	1%	-6%	-3%
CCOC(=O)c1c(C)c(C(=O)NCCN2CCOCC2)c(C)n1C	-1%	2%	1%	-4%	5%	33%	3%	-5%	nt	1%	0%
NC(=O)c1ccc(NC(=O)COC(=O)c2ccccc2Nc2ccccc2)cc1	-1%	-1%	3%	-2%	-2%	15%	6%	?	3%	0%	1%
CC(=O)Nc1ccc(C(=O)N/N=C/c2ccccc2OCc2ccccc2)cc1	-8%	3%	-5%	17µM*	-9%	34%	7%	0%	-9%	0%	-2%
CC(C)CN(C(=O)CN1C(=O)NC2(CCc3ccccc32)C1=O)C1CCS(=O)(=O)C1 (configuration not stated)	-2%	nt	nt	3%	-15%	nt	nt	1%	10%	-3%	4%
CNC(=O)c1cc(C(=O)c2ccc(F)cc2Cl)c[nH]1	-1%	-11%	-10%	-11%	0%	12%	1%	4%	3%	-1%	4%
Clc1ccc(NC2=NCCCCC2)cc1	-9%	-14%	-3%	0%	-13%	0%	-3%	-1%	3%	-6%	-23%
COc1ccccc1-n1cnc2cc(NS(=O)(=O)c3ccc(Br)cc3)ccc21	1%	9%	?	1%	-67%	3%	13%	-20%	-6%	-8%	0%
CCOc1cccc(/C=C/c2ccc3cccc(O)c3n2)c1O	?	21%	?	5.4µM*	-22%	3.5µM*	1%	23µM*	-11%	?	10µM*
COCCCNC(=O)Cn1c(=O)n(Cc2ccc(C(=O)NCCc3ccc(OC)c(OC)c3)cc2)c(=O)c2ccccc21	0%	-1%	2%	3%	-7%	-17%	4%	0%	-2%	-7%	-1%
Cc1ccc(C(=O)Nc2ccc(O)cc2C(=O)O)cc1	-4%	-20%	-24%	11µM*	-3%	?	-4%	-5%	nt	-1%	-1%
O=C(COC(=O)CNC(=O)c1sc2ccccc2c1Cl)NC1CCS(=O)(=O)C1 (configuration not stated)	-1%	nt	nt	17µM*	-4%	nt	nt	-2%	8%	2%	3%
CN(C)c1ccc(/C=N/NC(=O)c2ccc(NC(=O)c3ccccc3)cc2)cc1	1%	7%	1%	-17%	-25%	30%	-3%	8%	1%	12%	-3%
Cn1c(SCn2nnc3ccccc3c2=O)nc2ccccc2c1=O	-6%	0%	10%	-8%	nt	7%	2%	2%	nt	-14%	2%
Cc1cccc(NC(=O)c2ccc(C(=O)c3ccccc3)cc2)n1	?	nt	nt	9.5µM*	?	nt	nt	21µM*	0%	?	20%
Cc1onc(-c2ccccc2)c1C(=O)NCCc1ccncc1	-5%	-3%	0%	5%	25%	-22%	-7%	11%	-55%	0%	11%
